# FUS suppressor: FUS proteinopathy suppression in yeast | S. cerevisiae FUS-expressing, growth rescue, OD600, 24 h | Potency, µM (series often up to 76.6 µM), for the others: at the top dose growth rescue (activation), usual class: activators | 0.24% of 390,000 active | AID 1347120;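 note: potency is the fitted concentration of half-maximal effect; plate controls were DMSO vehicle for no effect and reference control for full effect; nearly all actives have a fitted effect of over 55% in size; some results filed as inactive show a strong effect at the top dose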
#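 Restored growth of FUS-toxic S. cerevisiae, read as 600 nm absorbance after 24 h at 30C in galactose medium (starting OD 0.005). Controls CP55940 and DMSO.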
# D3 antag: blocks the human D3 dopamine receptor; D3R cells, DiscoveRx beta-arrestin luminescence, antagonist mode; hits give low values; max response, negative = inhibition, %; 2.5% of 360,000 active; AID 652054; P35462; in the data active = max response below about -50%; inconclusive = no clear call, values can overlap the other calls; note: % is set by controls: 0 for no effect and ±100 for the full control effect; mostly tested at two doses, the higher about 12 µM
#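 Cells plated overnight at 1500 cells/well, then exposed to library compounds with dopamine controls for 90 minutes at 37 degrees C. DiscoveRx reagent added for 30–60 minutes at room temperature; luminescence read, quantitative HTS format.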
# Abeta rescue: compounds reversing amyloid beta toxicity in yeast; yeast expressing A-beta42, growth rescue, OD600, 48 h; response scale: 0% DMSO, 100% iron-clioquinol control; AID 1347071; 0.063% of 410,000 active; Potency, µM (doses to about 46.1 µM), inactives show at the highest dose growth rescue, hits mostly activators; note: potency is the fitted concentration of half-maximal effect; nearly all actives have a fitted effect of over 55% in size
#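 Growth rescue measured by 600 nm absorbance after 48 h yeast culture at 30 C with compound. Values normalized between DMSO and an equimolar ferric chloride plus clioquinol control.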
# PTHR1 ag: agonists of human PTHR1 parathyroid hormone receptor; Q03431; HEK293 GP2 PTHR1 cells, GloSensor cAMP luminescence, 1 h; Potency, µM (top dose mostly 115 µM), for inactives: at the highest dose activation, most hits filed as activators; 0.075% of 410,000 active; AID 743266; note: potency is the fitted concentration of half-maximal effect; nearly all actives have a fitted effect of over 55% in size; some results filed as inactive show a strong effect at the top dose; inactives centre near -15; many of its hits are not listed in these tables
# Target sequence (Q03431 whole entry, looked up): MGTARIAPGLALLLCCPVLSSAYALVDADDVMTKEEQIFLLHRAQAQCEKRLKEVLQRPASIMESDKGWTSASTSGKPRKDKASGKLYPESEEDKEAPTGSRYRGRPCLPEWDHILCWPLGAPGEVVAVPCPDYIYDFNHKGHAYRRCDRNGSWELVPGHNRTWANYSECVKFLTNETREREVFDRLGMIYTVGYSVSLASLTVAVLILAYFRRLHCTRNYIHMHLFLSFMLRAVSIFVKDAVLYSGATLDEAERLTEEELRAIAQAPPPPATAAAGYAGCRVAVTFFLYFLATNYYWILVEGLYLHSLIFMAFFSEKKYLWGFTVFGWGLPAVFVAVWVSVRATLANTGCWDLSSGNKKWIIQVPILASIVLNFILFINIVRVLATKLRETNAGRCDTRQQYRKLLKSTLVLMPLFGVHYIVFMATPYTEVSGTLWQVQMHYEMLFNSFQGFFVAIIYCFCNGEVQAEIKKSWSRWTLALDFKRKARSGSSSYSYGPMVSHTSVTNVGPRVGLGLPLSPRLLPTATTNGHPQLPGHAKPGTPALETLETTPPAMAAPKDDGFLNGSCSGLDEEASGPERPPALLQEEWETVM
#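 HEK-293-derived GP2 cells expressing PTHR1 and a GloSensor cAMP reporter, 3,000/well, plated overnight, given luciferin plus IBMX (each 0.5 mM as added) for 1 h at 37 °C, then compound for 1 h at 37 °C. Luminescence was read after 15 min at room temperature.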
# aSyn yeast inh: rescues yeast growth from alpha-synuclein toxicity. Yeast expressing alpha-synuclein, growth rescue, BacTiter-Glo, 24 h. AID 652106. Potency, µM (highest dose often 46.1 µM), for the others: at the top dose growth rescue (activation), usual class: activators. 0.14% of 370,000 active; note: potency is the fitted concentration of half-maximal effect; % of control where 0% means no effect; nearly all actives have a fitted effect of over 65% in size
#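 Screening used galactose-induced yeast with toxic alpha-synuclein levels, exposed to compound for 24 hr at 30 deg C. Cell growth, read with BacTiter-Glo luminescence, gave the measured signal.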
# TDP-43 yeast inh: inhibitors of TDP-43 toxicity in yeast | TDP-43 expressing yeast growth rescue, BacTiter-Glo, 24 h | Potency, µM (doses to about 46.1 µM), for inactives: at the highest dose growth rescue (activation), actives largely listed as activators | 1.8% of 410,000 active | AID 652104; note: potency is the fitted concentration of half-maximal effect; % of control where 0% means no effect; nearly all actives have a fitted effect of over 50% in size
#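 Yeast expressing TDP-43 (pregrown in raffinose, seeded at OD600=0.02 in galactose medium) exposed to compounds 24 hr at 30 deg C. Growth read by BacTiter-Glo luminescence; rescue of toxicity appears as increased signal.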
# GLP1R inv ag: inverse agonists of human GLP-1 receptor. P43220. HEK293 GLP-1R CRE-luciferase, luminescence, 24 h; GLP-1R form is constitutively active. Potency, µM (series often up to 38.3 µM), for the others: top-dose activity change, negative = inhibition, most hits filed as inhibitors. 1.6% of 410,000 active; note: potency is the fitted concentration of half-maximal effect; % is set by controls: 0 for no effect and ±100 for the full control effect; nearly all actives have a fitted effect of over 55% in size
# Target sequence (P43220 whole entry, looked up): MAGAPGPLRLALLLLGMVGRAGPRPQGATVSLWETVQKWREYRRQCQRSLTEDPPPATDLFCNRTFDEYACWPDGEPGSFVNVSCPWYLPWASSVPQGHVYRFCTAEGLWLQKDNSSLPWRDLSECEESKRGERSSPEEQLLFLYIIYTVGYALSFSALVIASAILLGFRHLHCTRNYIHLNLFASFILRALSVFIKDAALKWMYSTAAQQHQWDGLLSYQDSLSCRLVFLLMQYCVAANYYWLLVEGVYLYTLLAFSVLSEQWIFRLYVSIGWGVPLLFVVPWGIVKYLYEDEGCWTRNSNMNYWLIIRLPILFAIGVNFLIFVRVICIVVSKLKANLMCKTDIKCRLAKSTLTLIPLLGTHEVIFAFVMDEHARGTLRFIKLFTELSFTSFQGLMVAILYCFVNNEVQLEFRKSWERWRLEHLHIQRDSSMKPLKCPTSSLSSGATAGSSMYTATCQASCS
#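 Readout was luciferase luminescence, measured 12 min after detection reagent at room temperature. Beforehand, GLP-1R reporter HEK293 cells had sat 12 h, then received compounds for 24 hr at 37 deg C.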
# GLP-1R agonist: agonists of human GLP-1 receptor; P43220; 0.007% of 380,000 active; AID 624172; HEK293 GLP-1R CRE-luciferase, luminescence, 4-6 h; cells express a hypersensitive GLP-1R form; Potency, µM (series often up to 45.6 µM), for the others: top-dose activation, most hits filed as activators; note: potency is the fitted concentration of half-maximal effect; % of control where 0% means no effect
# Akt phos inh: Akt phosphorylation inhibition; Neuro2A IGF-stimulated pAkt S473 HTRF, 20 min; hits give low values; activity change, % for hits at 50 µM; 0.32% of 360,000 active; AID 651550; in the data active = activity change below about -80%; inconclusive = mostly about -51% to -80%; note: % is set by controls: 0 for no effect and ±100 for the full control effect
#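 Neuro2A cells in DMEM with 0.5% FBS, overnight at 37 deg C, given compound at single 50 µM final, then IGF (6 nM final) for 20 min at 37 deg C. Lysed; phospho-Akt Ser473 by HTRF after 24 h, 665/615 ratio.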
# Numbers without * were called inactive; i = inactive; ? = inconclusive; / = no result given; [ ] = remark or other dose. Unless noted, calls come from the whole dose curve; as a rule, active = well fitted curve in the direction sought with a large enough effect; inconclusive = small, poorly fitted or top-dose-only effect, or another doubt; inactive = no such curve, though single readings can be large; an effect the other way counts as inactive or inconclusive. Not all compounds are listed; rates above refer to the full screens.
SMILES,FUS suppressor,D3 antag,Abeta rescue,PTHR1 ag,aSyn yeast inh,TDP-43 yeast inh,GLP1R inv ag,GLP-1R agonist,Akt phos inh
Cn1c(=O)n(Cc2ccccc2)c(=O)c2c1nc1n2CCS1,6%,-16,-4%,i,0%,8%,16%,36%,i
c1ccc(OCCCn2ccnc2)cc1,-28%,-2,-22%,i,-1%,2%,-10%,-11%,i
CCCN(CC(=O)Nc1ccccc1C)C(=O)c1ccc(Cl)c(S(=O)(=O)N2CCCC2)c1,4%,-1,10%,i,-6%,5%,-7%,13%,i
CCCCS(=O)(=O)N1CCC(C(=O)Oc2ccccc2OC)CC1,-2%,-16,-9%,-36%[inhibitor],-1%,6%,-32%,-5%,i
Brc1ccc(-c2nnc3c4ccccc4nc(N4CCOCC4)n23)cc1,/,12,?,-15%,-6%,4%,1%,1%,i
COc1ccc(NC(=O)CSc2cccc3cccnc23)c(OC)c1,-6%,-6,-10%,-5%,2%,10%,5%,6%,i
COc1ccc(C(=O)O/N=C(\C)c2nccs2)cc1,-1%,6,-36%[inhibitor],-29%,13%,-6%,?,-2%,i
Cc1ccc(C(=O)NCc2cccnc2)o1,2%,2,-8%,i,-2%,10%,11%,5%,i
COCCCNC(=O)C[C@@H]1C[C@@]2(C(=O)OC)CC(C)(C)CC=C2N(CCc2ccc(OC)c(OC)c2)C1=O,20%,-70*,-3%,-20%,1%,3%,-2%,/,i
CCCCN(C)CCCNC(=O)CN1N=C(c2ccc(Cl)cc2)CCC1=O,15%,-8,-5%,i,-2%,12%,?,-1%,i
O=C(OCC(=O)N1CCOCC1)c1ccc(O)cc1,13%,3,-1%,i,-4%,-8%,1%,6%,i
COc1ccccc1CNC(=O)C(=O)NCC1OCCCN1S(=O)(=O)c1cccs1 (stereo not given),23%,9,2%,-1%,5%,-3%,31%[activator],1%,i
Cc1oc(-c2ccccc2F)nc1CS(=O)(=O)CC(=O)N1CCOCC1,-19%,4,-18%,i,0%,2%,7%,-2%,i
Nc1nc(Nc2ccccc2)nc(NCc2ccccc2)c1[N+](=O)[O-],17%,-3,16%,-37%[inhibitor],4%,13%,?,?,i
CCC(=O)N(CCC1(C(C)C)CCOC(C)(C)C1)C(C)c1cccs1 (stereo not given),17%,4,-8%,-29%,7%,6%,?,-8%,i
COc1ccc(S(=O)(=O)N2CCOC23CCN(S(=O)(=O)c2ccc([N+](=O)[O-])cc2)CC3)cc1,-4%,21,9%,-25%,5%,2%,21%,-3%,i
CCOC(=O)N1CCC(Nc2ncnc3c2cnn3-c2ccc(C)cc2C)CC1,5%,-18,23%,-24%,4%,?,-13%,0%,i
Cc1cc2c(c(=O)n1CCc1ccccc1)C(C(C)C)C(C#N)=C(N)O2 (stereo not given),19%,40,10%,i,8%,8%,8%,-1%,i
O=C(Cc1ccccc1[N+](=O)[O-])NC1CCN(Cc2ccccc2)CC1,1%,0,-7%,?,-6%,-14%,-14%,-4%,i
COc1ccc(CCN=C(N)NS(=O)(=O)c2cccs2)cc1,2%,2,8%,i,3%,13%,14%,-7%,i

# Sorted by count of non-hydrogen atoms (highest first): part of the list above
SMILES,FUS suppressor,D3 antag,Abeta rescue,PTHR1 ag,aSyn yeast inh,TDP-43 yeast inh,GLP1R inv ag,GLP-1R agonist,Akt phos inh
COc1ccccc1CNC(=O)C(=O)NCC1OCCCN1S(=O)(=O)c1cccs1 (stereo not given),23%,9,2%,-1%,5%,-3%,31%[activator],1%,i
O=C(Cc1ccccc1[N+](=O)[O-])NC1CCN(Cc2ccccc2)CC1,1%,0,-7%,?,-6%,-14%,-14%,-4%,i
COc1ccc(NC(=O)CSc2cccc3cccnc23)c(OC)c1,-6%,-6,-10%,-5%,2%,10%,5%,6%,i
COc1ccc(CCN=C(N)NS(=O)(=O)c2cccs2)cc1,2%,2,8%,i,3%,13%,14%,-7%,i

# Grouped by structure, the compounds so far with a Cl atom (2)
SMILES,FUS suppressor,D3 antag,Abeta rescue,PTHR1 ag,aSyn yeast inh,TDP-43 yeast inh,GLP1R inv ag,GLP-1R agonist,Akt phos inh
CCCN(CC(=O)Nc1ccccc1C)C(=O)c1ccc(Cl)c(S(=O)(=O)N2CCCC2)c1,4%,-1,10%,i,-6%,5%,-7%,13%,i
CCCCN(C)CCCNC(=O)CN1N=C(c2ccc(Cl)cc2)CCC1=O,15%,-8,-5%,i,-2%,12%,?,-1%,i

# Other compounds:
SMILES,FUS suppressor,D3 antag,Abeta rescue,PTHR1 ag,aSyn yeast inh,TDP-43 yeast inh,GLP1R inv ag,GLP-1R agonist,Akt phos inh
CC(NC(=O)C1CCN(S(=O)(=O)c2cccc3nonc23)CC1)c1ccccc1 (stereo not given),25%,6,9%,15%,1%,-15%,-5%,9%,i
CC(C)CC(NC(=O)C1CCC(C)CC1)C(=O)Nc1ccccc1F (stereo not given),-18%,3,0%,i,1%,0%,-5%,-3%,i
COc1cccc(NC(=O)CN(C)CC(=O)Nc2ccc(C)cc2Cl)c1,8%,2,-17%,-10%,-1%,4%,?,2%,i
COc1ccc(C(=O)N2CCN=C2SCc2cccnc2)c(OC)c1,-19%,-10,-14%,-7%,-1%,24%,-20%,-1%,i
Cc1ccc(CCNC(=O)c2cc3c(=O)n(C)c4ccccc4c3n2C)cc1,-3%,/,14%,-33%[inhibitor],/,14%,4%,-1%,/
O=C(O)C1=C[C@H](c2cccs2)C[C@H](OCc2ccc(CO)cc2)O1,-7%,26,-6%,-1%,1%,10%,23%,-3%,i
Clc1nc2ccccc2cc1-c1nnn(-c2ccccc2)n1,-8%,4,-18%,-71%[inhibitor],4%,5%,17%,8%,i
COc1ccc(-c2nc(C3CCCCC3)c3cc(OC)ccc3n2)cc1,6%,38,-12%,i,-3%,18%,1%,-1%,i
CCOC(=O)C1=C(C)N(C)C(=S)NC1c1ccccc1Cl (stereo not given),6%,-9,0%,-26%,7%,?,?,-4%,i
N#Cc1cccc(NC(=O)c2nc(-c3ccccc3)n(-c3ccccc3)n2)c1,?,?,-3%,-5%[57.5 µM],5%,?,?,-6%,i
C[C@H](NC(=O)c1nc[nH]c1C(=O)N1CCN(C(=O)OC(C)(C)C)CC1)c1ccccc1,19%,-5,-17%,-19%,0%,-5%,16%,-6%,i
CC(C)CNC(=S)NNC(=O)c1ccc2c(c1)OCO2,/,-20,28%,-20%,-10%,24%,14%,0%,i
Cc1ccc(-c2cc3nc(-c4ccccc4)cc(N)n3n2)cc1,17%,3,-10%,-14%,-3%,7%,4%,-11%,i
COc1ccc(-c2c(C)[nH]n3c(=O)c(Cc4ccccc4)c(C)nc23)cc1,/,-7,-13%,-16%,0%,5%,?,-12%,i
Cc1ccc(NC(=O)Cn2nnc(C(=O)NCCc3ccccc3)c2N)cc1C,-21%,/,-4%,i,/,24%,-3%,/,/
CCN1CCN(CC(=O)N2c3ccccc3Sc3ccccc32)CC1,-30%,?,7%,i,-10%,4%,?,9%,i
Cc1ccc(NC(=S)N2CCC(NC(=O)c3ccco3)CC2)cc1C,4%,-19,10%,i,-3%,1%,10%,9%,i
O=C(c1cc(S(=O)(=O)N2CCOCC2)c(Cl)cc1Cl)N1CCCCC1CO (stereo not given),13%,-12,-2%,i,2%,9%,18%,13%,i
CCCn1nc(NC(=O)CC(C)C)c2cc3cccc(C)c3nc21,8%,11,-3%,-2%,0%,-14%,-3%,22%,i
O=C(CSc1nnc(-c2cccs2)o1)Oc1ccccc1,-12%,/,-11%,?,/,0%,1%,/,/

# Compound profiles, as listed above:
# Results for CCCn1nc(NC(=O)CC(C)C)c2cc3cccc(C)c3nc21 = FUS suppressor: 8%; D3 antag: 11; Abeta rescue: -3%; PTHR1 ag: -2%; aSyn yeast inh: 0%; TDP-43 yeast inh: -14%; GLP1R inv ag: -3%; GLP-1R agonist: 22%; Akt phos inh: i
# Results for Cc1ccc(NC(=O)Cn2nnc(C(=O)NCCc3ccccc3)c2N)cc1C = FUS suppressor: -21%; D3 antag: /; Abeta rescue: -4%; PTHR1 ag: i; aSyn yeast inh: /; TDP-43 yeast inh: 24%; GLP1R inv ag: -3%; GLP-1R agonist: /; Akt phos inh: /

# Of the compounds above, two have fluorine:
SMILES,FUS suppressor,D3 antag,Abeta rescue,PTHR1 ag,aSyn yeast inh,TDP-43 yeast inh,GLP1R inv ag,GLP-1R agonist,Akt phos inh
Cc1oc(-c2ccccc2F)nc1CS(=O)(=O)CC(=O)N1CCOCC1,-19%,4,-18%,i,0%,2%,7%,-2%,i
CC(C)CC(NC(=O)C1CCC(C)CC1)C(=O)Nc1ccccc1F (stereo not given),-18%,3,0%,i,1%,0%,-5%,-3%,i

# (cont.)
SMILES,FUS suppressor,D3 antag,Abeta rescue,PTHR1 ag,aSyn yeast inh,TDP-43 yeast inh,GLP1R inv ag,GLP-1R agonist,Akt phos inh
O=C(CC(c1ccccc1)C1CCCCC1=O)c1ccco1 (stereo not given),27%,0,11%,i,?,-8%,?,-9%,i
COc1cc(NC(=O)c2ccc(-c3csc(C)n3)cc2)c(OC)cc1Cl,-5%,16,5%,i,0%,-1%,17%,15%,i
Cc1ccc(NC(=O)/C=C/c2ccco2)nc1,9%,-13,6%,i,-9%,22%,-59%,0%,i
Cc1ccc(C(C(=O)NC(C)(C)C)N(Cc2ccc3c(c2)OCO3)C(=O)c2ccc(CN3CCOCC3)o2)o1 (stereo not given),35%,16,-5%,i,1%,6%,-14%,8%,i
O=C(NCCc1ccccc1)c1cc(-c2ccccc2)nc2n[nH]c(-c3ccccc3)c12,11%,/,8%,i,/,0%,?,/,/
CCOc1ccc(-c2nc(CCl)cs2)cc1OC,-18%,1,-9%,-3%,12%,?,59%[activator],12%,i
